Pf growth 48h: Primary qHTS for delayed death inhibitors of the malarial parasite plastid, 48 hour incubation. P. falciparum luciferase growth in erythrocytes, 48 h. 310,000 compounds, 5.9% hits. Potency, µM (titrated, usually from 28.7 µM), inactives show at the top dose activity change, negative = inhibition, hits mostly inhibitors; further: potency means the concentration at half of the fitted maximal effect; on the % scale 0 is the no-effect control and ±100 the full control effect
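Read-out is firefly luciferase luminescence from an integrated reporter in P. falciparum, so falling signal marks reduced parasite growth. Infected erythrocytes were at 2% hematocrit and 0.1% parasitemia (final) in Albumax-supplemented RPMI 1640.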
Shiga toxin inh: A qHTS for Small Molecule Inhibitors of Shiga Toxin. Vero cells, Shiga toxin protein synthesis inhibition reporter. inhibition, % at 38.7 µM. 290,000 compounds, 9.2% hits; in the data active means inhibition mostly above about 28%, no sharp cut-off; inactive means mostly below about 43%; further: 0% is about no effect
HCV inh: qHTS Assay for Inhibitors of Hepatitis C Virus (HCV); Huh7.5.1 HCVcc-Cre infection, luciferase reporter, 44 h; 340,000 compounds, 3.4% hits; AID 651820, 2012; Potency, µM (series often up to 41.8 µM), for the others: at the top dose activity change, negative = inhibition, most hits filed as inhibitors; further: potency means the concentration at half of the fitted maximal effect; on the % scale 0 is the no-effect control and ±100 the full control effect
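Cells (1,000/well) were plated 4 h before compound, then infected with HCVcc-Cre virus (~0.5 moi). After 44 h further culture, infection was read as luciferase luminescence following a 15 min substrate incubation at room temperature.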
Giardia FBPA inh: qHTS Assay for Inhibitors of Fructose-1,6-bisphosphate Aldolase from Giardia Lamblia. A8B2U2. purified Giardia FBPA. Potency, µM (top dose mostly 59.6 µM), inactives show at the top dose activity, negative = inhibition, usual class: inhibitors. 290,000 compounds, 0.71% hits. AID 2451, 2010; further: potency means the concentration at half of the fitted maximal effect; on the % scale 0 is the no-effect control and ±100 the full control effect; nearly all actives have a fitted effect of over 55% in size
Target sequence (A8B2U2 whole entry, looked up): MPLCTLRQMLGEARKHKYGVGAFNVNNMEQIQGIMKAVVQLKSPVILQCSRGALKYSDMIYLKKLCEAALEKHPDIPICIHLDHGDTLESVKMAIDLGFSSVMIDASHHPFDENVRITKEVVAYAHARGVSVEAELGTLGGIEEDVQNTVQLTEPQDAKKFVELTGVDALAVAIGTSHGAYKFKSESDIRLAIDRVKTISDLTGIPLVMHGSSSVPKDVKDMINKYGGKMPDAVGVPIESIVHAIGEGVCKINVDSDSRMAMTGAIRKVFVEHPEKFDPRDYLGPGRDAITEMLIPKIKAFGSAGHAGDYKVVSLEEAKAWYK
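40 nM FBPA preincubated 10 min at RT with compound (up to 57.5 uM final), then substrate plus GAPDH/TPI/NAD/arsenate coupling and diaphorase/resazurin added. Fluorescence read after 20 min at RT, 525/598 nm.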
Pf growth 96h: Primary qHTS for delayed death inhibitors of the malarial parasite plastid, 96 hour incubation; P. falciparum luciferase reporter growth, 96 h; Potency, µM (series often up to 28.7 µM), for the others: top-dose activity change, negative = inhibition, usual class: inhibitors; 320,000 compounds, 6.9% hits; AID 504834, 2011; further: potency means the concentration at half of the fitted maximal effect; on the % scale 0 is the no-effect control and ±100 the full control effect
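P. falciparum expressing integrated firefly luciferase grown in erythrocytes (2% hematocrit, 0.05% parasitemia final) with compounds for 96 hours at 37 C, 5% CO2. Growth inhibition read as loss of luminescence after adding luciferase detection reagent.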
Cycloheximide cs: Cycloheximide Counterscreen for Small Molecule Inhibitors of Shiga Toxin; cell reporter, cycloheximide protein synthesis inhibition counterscreen; max response, %; 300,000 compounds, 12% hits; in the data active means max response mostly above about 13%, no sharp cut-off; inactive means mostly below about 14%; further: read at 38.3 µM for the half of the compounds with a filed dose; 0% is about no effect
* hit, by the source's call; u = inconclusive; x = not tested or not shown; & = joins results of further samples; [ ] = dose if it differs, or a comment. Unless noted, the call rests on the fitted dose curve; in most records, active means well fitted curve in the direction sought with a large enough effect; inconclusive means small, poorly fitted or top-dose-only effect, or another doubt; inactive means no such curve, though single readings can be large; an effect the other way counts as inactive or inconclusive.

[1] Cc1c(NC(=O)Cn2nc(C(=O)O)c3ccccc3c2=O)c(=O)n(-c2ccccc2)n1C
[2] Cc1ccc(C(=O)c2ccccc2C(=O)O)s1
[3] O=C(CNC(=O)c1nc[nH]c1C(=O)N1CCN(c2ccccc2)CC1)OCc1ccccc1
[4] O=C(Nc1ccc2nc3n(c(=O)c2c1)CCCCC3)c1cc([N+](=O)[O-])ccc1F
[5] CC[C@@]12C(=O)N(c3cccc(F)c3)C(=O)N1[C@H](c1cccc(C)c1)[C@@H]1C(=O)N(Cc3ccccc3)C(=O)[C@@H]12
[6] COc1ccc(C(=O)N2CCN(c3ccccn3)CC2)cc1
[7] O=c1[nH]cnc2c1ncn2C1OC(CO)C(O)C1O (stereo not drawn)
[8] CC(C)CC(=O)N1CCN(S(=O)(=O)c2ccc(C3CCCCC3)cc2)CC1
entry no.,1,2,3,4,5,6,7,8
Pf growth 48h,11%,-4%,39%[activator],4%,u,x,-4%,u
Shiga toxin inh,-6,-17,-4,32*,-4,-4,x,x
HCV inh,10%&1%,16%,-3%,u,8%,13%,14%,11µM*
Giardia FBPA inh,3%,9%,-26%,x,12%,3%,-2%&10%&1%,x
Pf growth 96h,u,82%[activator],10%,u,u,3%,8%,5%
Cycloheximide cs,1,-5,-1,37*,-2,-2,x,x

[9] CN(C)c1cccc(C(=O)NCc2ccc(Cl)cc2)c1
[10] CCc1ccc(S(=O)(=O)NC(=S)Nc2ccccc2)cc1
[11] COC(=O)C(=C/C(C)=C/c1cccs1)C(=O)OC
[12] COc1ccc(S(=O)(=O)N(C)C)cc1NC(=O)[C@H](Cc1ccccc1)N1C(=O)c2ccccc2C1=O
[13] O=C(NCC1CCCO1)c1ccc2[nH]c3c(c2c1)CCCC3 (stereo not drawn)
[14] Cc1ccc2c(CC(=O)N3CCc4ccccc43)coc2c1
[15] CC(=O)Nc1ccc(-c2nnc(SCc3c(C)cc(C)cc3C)n2C)cc1
[16] CC(C)c1ccc(N2C(=O)CSC23C(=O)N2CCCc4cccc3c42)cc1 (stereo not drawn)
entry no.,9,10,11,12,13,14,15,16
Pf growth 48h,4.1µM*,40%[activator],u,7%,37%[activator],81%[activator],x,x
Shiga toxin inh,71*,-7,-3,-10,x,100*,-21,-14
HCV inh,0%,-7%,-5%,24%,u,-3%,0%,-6%
Giardia FBPA inh,3%,-6%,3%,0%,x,-5%,-7%,3%
Pf growth 96h,75%[activator],17%,26%,29%,85%[activator],-11%,x,u
Cycloheximide cs,27*,7,10,-1,x,23*,-1,-1

Brought forward from above: four entries, followed by the next part.
[13] O=C(NCC1CCCO1)c1ccc2[nH]c3c(c2c1)CCCC3 (stereo not drawn)
[14] Cc1ccc2c(CC(=O)N3CCc4ccccc43)coc2c1
[15] CC(=O)Nc1ccc(-c2nnc(SCc3c(C)cc(C)cc3C)n2C)cc1
[16] CC(C)c1ccc(N2C(=O)CSC23C(=O)N2CCCc4cccc3c42)cc1 (stereo not drawn)
[17] CN1CCN(CCCNC(=O)CN2C(=O)COc3ccccc32)CC1
[18] CCc1ccccc1NC(=O)C1CCN(C(=O)c2cccs2)CC1
[19] C/C(=C1/SC(=S)N(CCC(=O)O)C1=O)c1ccc(O)cc1
[20] O=C(NCCS(=O)(=O)N1CCN(c2ccccc2F)CC1)c1ccc(Br)o1
[21] CSc1nnc(N2C(=O)C(O)=C(C(=O)c3ccco3)C2c2ccccc2)s1 (stereo not drawn)
[22] O=C(c1c(F)cccc1F)N1CCCC(c2nc(-c3ccc(Cl)cc3)no2)C1 (stereo not drawn)
[23] Clc1ccc(-c2nc(-c3cnccn3)no2)cc1
[24] CC(=O)c1nnn(-c2ccccc2C#N)c1C
entry no.,13,14,15,16,17,18,19,20,21,22,23,24
Pf growth 48h,37%[activator],81%[activator],x,x,6%,9%,1%,u,1%,14%,213%[activator],68%[activator]
Shiga toxin inh,x,100*,-21,-14,-17,-7,-9,-1,-2,-8,59*,-4
HCV inh,u,-3%,0%,-6%,6%,15%,15%,1%,35%[activator],11µM*,16%,-5%
Giardia FBPA inh,x,-5%,-7%,3%,x,7%,20%,-3%,-11%,9%,3%,5%
Pf growth 96h,85%[activator],-11%,x,u,20%,-2%,-4%,11%,16%,u,289%[activator],47%[activator]
Cycloheximide cs,x,23*,-1,-1,-4,0,-2,9,10,1,30*,-1

[25] COc1ccc(-c2nnc(SCC(=O)Nc3cc(F)ccc3C)o2)cc1
[26] O=C(CC(SCCO)c1ccc([N+](=O)[O-])cc1)c1ccco1 (stereo not drawn)
[27] C=CCSc1nnc(NC(=O)c2ccc(N3CCCC3=O)cc2)s1
[28] CCOC(=O)/C=C(\C)N1N=C(c2ccccc2)CC1c1ccccc1 (stereo not drawn)
[29] CCSc1nnc(NC(=O)CCc2ccccc2)s1
[30] OC(CNCC1COc2ccccc2O1)COc1ccc(Cl)cc1 (stereo not drawn)
[31] O=C1OCC2=C1C(c1ccc(F)cc1)CC(=O)N2c1ccc(F)cc1 (stereo not drawn)
[32] COc1ccc(/C=N/n2cnn(Cc3ccccc3Cl)c2=S)cc1OC
entry no.,25,26,27,28,29,30,31,32
Pf growth 48h,x,0%,63%[activator],112%[activator],x,4%,u,x
Shiga toxin inh,31,-2,x,100*,-14,-6,-18,61
HCV inh,-4%,u,9%,8%,12%,-3%,x,-24%
Giardia FBPA inh,1%,-18%,x,-1%,3%,-27%,4%,-15%
Pf growth 96h,4%,30%[activator],27%,18%,121%[activator],u,u,38%[activator]
Cycloheximide cs,17,13,x,42*,-1,-2,-1,13

[33] O=c1cnn(Cc2ccc(F)cc2)c2ccccc12
[34] COc1ccc(O)c(/C=N/NC(=S)Nc2cccc(S(=O)(=O)N(C)C)c2)c1
[35] Cc1ccc(-n2c(Cc3cccn3C)nnc2SCC(=O)Nc2cc(C)on2)cc1
[36] C/C(=N\NC(=O)CCc1ccccc1)C1C(=O)c2ccccc2C1=O
[37] O=C(OCC1OC2OC3(CCCCC3)OC2C2OC3(CCCCC3)OC12)c1ccccc1 (stereo not drawn)
[38] O=C(Nc1cc(C(F)(F)F)ccc1-n1cncn1)c1ccc(Br)cc1
[39] CC(C)C[C@H](NC(=O)[C@H](Cc1cnc[nH]1)NC(=O)[C@@H](N)Cc1cnc[nH]1)C(=O)NCC(=O)NCC(=O)N[C@@H](C)C(=O)N[C@@H](CCCCN)C(=O)N[C@@H](CCC(N)=O)C(=O)N[C@@H](C)C(=O)NCC(=O)N[C@@H](CC(=O)O)C(=O)N[C@H](C(=O)O)C(C)C
[40] C=CCn1c(SCC(=O)c2ccc(O)c(O)c2)nnc1-c1ccccc1OC
entry no.,33,34,35,36,37,38,39,40
Pf growth 48h,18%,4.1µM*,u,4%,u,u,x,u
Shiga toxin inh,-14,13,-6,67*,-8,-16,-17,16
HCV inh,1%,u,-13%,1%,-3%,-21%,x,u
Giardia FBPA inh,12%,-4%,8%,8%,4%,0%,-19%,3.2µM*
Pf growth 96h,13%,4.7µM*,41%[activator],4%,u,-14%,x,u
Cycloheximide cs,-2,18*,-3,24*,0,1,-2,-3

[41] CC(C)c1ccc2c(c1)[C@H]1OCC[C@H]1[C@@H](c1cccs1)N2
[42] O=C(COc1c(F)c(F)cc(F)c1F)NC(=O)NC1CCCC1
[43] Cc1cc(C(=O)COC(=O)[C@H](C)NC(=O)c2ccco2)c(C)n1Cc1ccco1
[44] CC(C)[C@]12CC(=O)[C@H](C)[C@H]1C2
[45] CCN(CC(=O)Nc1ccc(OC)cc1)CC(=O)Nc1ccc2c(c1)OCO2
[46] CCOC(=O)c1ccc(NC(=O)N2CCN(c3ccccn3)CC2)cc1
[47] COc1cc(N=Nc2c(O)c3ccccc3[nH]c2=O)c(OC)cc1N=Nc1ccccc1
[48] CCSc1nc2ccccc2n1C(=O)/C=C/c1ccc(OC)c(OC)c1
entry no.,41,42,43,44,45,46,47,48
Pf growth 48h,34%[activator],16%,478%[activator],44%[activator],u,u,3.3µM*,1%
Shiga toxin inh,59*,42,59*,x,x,-30,17,-1
HCV inh,u,16%,11%,20%,u,u,-7%,u
Giardia FBPA inh,-7%,0%,-5%,x,x,4%,-11%,-3%
Pf growth 96h,1%,49%[activator],12%,u,u,x,2.3µM*,27%
Cycloheximide cs,70*,15,35*,x,x,-4,13,13*

[49] N#C/C(=C\c1ccncc1)C(N)=O
[50] Cc1cc2nc(CCN(Cc3cccnc3)C(=S)Nc3ccccc3)[nH]c2cc1C
[51] CCc1nc(SCc2ccc(OC)cc2)n[nH]1
[52] O=C(Nc1ccc(N2CCCC2)cc1)c1ccccc1[N+](=O)[O-]
[53] CCC(C(=O)OCC(=O)Nc1cc(OC)ccc1OC)c1ccccc1 (stereo not drawn)
[54] CCc1ccccc1NC(=O)NNS(=O)(=O)c1cc(C)ccc1C
[55] C=CCSc1nccc(-c2cc(Cl)sc2Cl)n1
[56] COc1ccc(-c2cc(C(F)F)n3ncc(C(=O)N4CCN5CCCC5C4)c3n2)cc1 (stereo not drawn)
entry no.,49,50,51,52,53,54,55,56
Pf growth 48h,22%,12µM*,72%[activator],33%[activator],1%,15%,x,u
Shiga toxin inh,-2,5,32*,80,-3,-12,-11,14
HCV inh,6%,u,12%,u,30%,4%,17%,u
Giardia FBPA inh,-2%,-5%,-12%,-2%,-7%,-8%,1%,-9%
Pf growth 96h,7%,7.4µM*,8%,117%[activator],-3%,-10%,-32%,9.3µM*
Cycloheximide cs,-7,5,30*,19*,6,-3,-1,-3

[57] O=C(CSc1nnc(CNC(=O)c2c(F)cccc2Cl)o1)NCc1ccc(F)cc1
[58] CN(C)S(=O)(=O)c1cccc(NC(=S)N/N=C/C2CC=CCC2)c1 (stereo not drawn)
[59] O=C(c1ccc(OCCCc2cnc[nH]2)cc1)C1CC1
[60] C[C@@H]1CCC[C@H](C)N1NC(=O)c1ccc(Cl)c(S(N)(=O)=O)c1
[61] COc1ccc2sc(N(CCCN(C)C)C(=O)c3ccc(S(=O)(=O)N4CCCC4)cc3)nc2c1
[62] CCSc1cc(N2CCOCC2)nc(-c2ccc(Cl)cc2)n1
[63] CCOC(=O)c1c(/N=C/C2=C(O)CC(C)(C)CC2=O)sc2c1CCCC2
[64] CC(C)(C)c1ccc(C(=O)Nc2ccc(NC(=O)c3ccco3)cc2)cc1
entry no.,57,58,59,60,61,62,63,64
Pf growth 48h,-1%,-154%,x,0%,-20%,-14%,54%[activator],u
Shiga toxin inh,-11,-3,80*,10,x,7,23,-22
HCV inh,4%,-28%,x,16%,u,u,-19%,u
Giardia FBPA inh,x,-5%,-2%&-1%,1%,x,1%,2%,2%
Pf growth 96h,u,u,x,u,6%,15%,6%,10µM*
Cycloheximide cs,-1,9,35*,-2,x,1,11,-1
